# Compound activity (PubChem BioAssay)
# FUS suppressor – qHTS for Suppressors of FUS Proteinopathy: Primary screen using FUS-linked yeast assay; AID 1347120, 2019; S. cerevisiae FUS-expressing, growth rescue, OD600, 24 h; 390,000 compounds, 0.24% hits; Potency, µM (doses to about 76.6 µM), for inactives: at the top dose growth rescue (activation), hits mostly activators;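 note: potency is the fitted concentration of half-maximal effect; plate controls were DMSO vehicle for no effect and reference control for full effect; nearly all actives have a fitted effect of over 55% in size; some results filed as inactive show a strong effect at the top dose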
#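 FUS-expressing yeast, raffinose-pregrown, induced in 2% galactose minimal medium at OD 0.005; compounds in a dilution series, 24hr at 30C. Growth restoration read as absorbance at 600 nm. CP55940 positive control, DMSO negative.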
# aSyn rescue – qHTS of alpha-syn Inhibitors. AID 652106, 2013. Potency, µM (series often up to 46.1 µM), without a hit: at the top dose growth rescue (activation), most hits filed as activators. Yeast expressing alpha-synuclein, growth rescue, BacTiter-Glo, 24 h. 370,000 compounds, 0.14% hits; note: potency is the fitted concentration of half-maximal effect; % of control where 0% means no effect; nearly all actives have a fitted effect of over 65% in size
#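 Rescue of yeast growth: cells expressing toxic alpha-synuclein, induced in galactose at OD600 0.02, incubated with compound 24 h at 30 C. ATP luminescence quantified growth; inhibitors of toxicity appear as activators.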
# Abeta rescue – qHTS for compounds that reverse cellular toxicity of Amyloid beta (A-beta) peptide in yeast: Primary Screen. yeast expressing A-beta42, growth rescue, OD600, 48 h; response scale: 0% DMSO, 100% iron-clioquinol control. Potency, µM (highest dose often 46.1 µM), for the others: top-dose growth rescue, usual class: activators. 410,000 compounds, 0.063% hits; note: potency is the fitted concentration of half-maximal effect; nearly all actives have a fitted effect of over 55% in size
#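 Growth rescue measured by 600 nm absorbance after 48 h yeast culture at 30 C with compound. Values normalized between DMSO and an equimolar ferric chloride plus clioquinol control.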
# WRN helicase inh – qHTS for Inhibitors of WRN Helicase; Bifunctional 3'-5' exonuclease/ATP-dependent helicase WRN (Homo sapiens), Q14191; WRN helicase unwinding, fluorescent forked duplex, kinetic; Potency, µM (highest dose often 114 µM), inactives show at the top dose activity change, negative = inhibition, hits mostly inhibitors; 360,000 compounds, 0.46% hits; AID 651768, 2012; note: potency is the fitted concentration of half-maximal effect; % is set by controls: 0 for no effect and ±100 for the full control effect; nearly all actives have a fitted effect of over 55% in size
# Target sequence (Q14191 whole entry, looked up): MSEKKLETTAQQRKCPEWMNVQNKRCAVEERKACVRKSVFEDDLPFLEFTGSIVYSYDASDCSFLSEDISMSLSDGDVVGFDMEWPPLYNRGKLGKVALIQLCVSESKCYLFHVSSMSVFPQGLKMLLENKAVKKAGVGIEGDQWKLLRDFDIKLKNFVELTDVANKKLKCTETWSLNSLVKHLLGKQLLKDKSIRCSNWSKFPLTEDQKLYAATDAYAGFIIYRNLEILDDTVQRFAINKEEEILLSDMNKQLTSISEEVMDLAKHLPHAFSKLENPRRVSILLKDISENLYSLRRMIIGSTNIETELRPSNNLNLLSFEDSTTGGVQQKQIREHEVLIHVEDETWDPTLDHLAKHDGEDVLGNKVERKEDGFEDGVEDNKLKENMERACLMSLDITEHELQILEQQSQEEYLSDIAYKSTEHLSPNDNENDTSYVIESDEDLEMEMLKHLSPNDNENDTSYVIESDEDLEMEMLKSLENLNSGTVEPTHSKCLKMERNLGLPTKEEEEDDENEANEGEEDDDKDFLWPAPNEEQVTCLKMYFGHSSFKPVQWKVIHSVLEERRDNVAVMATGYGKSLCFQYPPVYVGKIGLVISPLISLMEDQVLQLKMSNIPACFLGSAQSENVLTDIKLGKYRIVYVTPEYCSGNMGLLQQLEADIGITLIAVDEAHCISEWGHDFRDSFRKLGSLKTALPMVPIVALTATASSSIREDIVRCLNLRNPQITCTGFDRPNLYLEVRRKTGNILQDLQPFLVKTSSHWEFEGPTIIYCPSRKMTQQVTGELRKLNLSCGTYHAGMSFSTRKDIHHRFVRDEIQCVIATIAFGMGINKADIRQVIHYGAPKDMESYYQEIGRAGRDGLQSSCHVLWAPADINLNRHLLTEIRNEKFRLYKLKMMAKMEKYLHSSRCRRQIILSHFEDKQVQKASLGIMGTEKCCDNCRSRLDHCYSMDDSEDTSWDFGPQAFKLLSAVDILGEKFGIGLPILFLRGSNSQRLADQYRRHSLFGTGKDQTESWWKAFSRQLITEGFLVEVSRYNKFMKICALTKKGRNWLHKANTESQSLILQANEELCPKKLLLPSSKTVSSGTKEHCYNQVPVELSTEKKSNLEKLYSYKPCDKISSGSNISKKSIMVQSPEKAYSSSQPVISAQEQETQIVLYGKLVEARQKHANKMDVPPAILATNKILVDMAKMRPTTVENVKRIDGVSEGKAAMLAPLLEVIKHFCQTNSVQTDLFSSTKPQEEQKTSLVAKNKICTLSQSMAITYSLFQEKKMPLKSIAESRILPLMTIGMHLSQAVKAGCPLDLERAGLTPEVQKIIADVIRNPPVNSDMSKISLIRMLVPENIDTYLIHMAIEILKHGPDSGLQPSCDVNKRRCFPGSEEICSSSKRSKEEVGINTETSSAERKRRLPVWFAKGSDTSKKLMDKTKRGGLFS
#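 WRN at 20 nM final preincubated with compound 15 min at room temperature; reaction started with 100 nM fluorophore/quencher forked duplex oligonucleotide and 2 mM ATP final. Unwinding followed kinetically by red fluorescence (ex 525, em 598 nm).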
# EPAC1 ag – qHTS for Agonist of cAMP-regulated guanine nucleotide exchange factor 3 (EPAC1): primary screen | Rap guanine nucleotide exchange factor 3 (Homo sapiens), O95398 | EPAC1 agonist qHTS, biochemical assay; response scale: 100% = response to 6.5 mM cAMP | Potency, µM (titrated, usually from 154 µM), for inactives: at the highest dose activation, hits mostly activators | 360,000 compounds, 0.073% hits | AID 720707, 2013; note: potency is the fitted concentration of half-maximal effect; nearly all actives have a fitted effect of over 60% in size
#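 Read-out is the fluorescence drop as BODIPY-GDP leaves Rap1B (480 nm excitation, 540 nm emission), recorded every 5 minutes over 30 minutes. Reactions held 100 nM EPAC1, 250 nM Rap1B–BODIPY-GDP and 50 uM GDP, with 6.5 mM cAMP setting full activation.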
# IL2 activator – qHTS of IL-2 Activators. IL-2 activation reporter assay, cell-based qHTS; stimulated with anti-CD3/CD4/CD28 beads; in transgenic mouse T cells. activation, % (series mostly up to about 46 µM). 360,000 compounds, 0.065% hits; in the data active = activation above about 50%; inconclusive = mostly about 30% to 49%; note: 0% is about no effect
#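 EGFP and DsRed fluorescence is measured by plate cytometry in unstimulated transgenic mouse T cells exposed to compound for 60 minutes, then stimulated 18 hours at 37 degrees C with anti-CD3/anti-CD4 beads plus anti-CD28.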
# PLK1 PBD inh – qHTS for Inhibitors of PLK1-PDB (polo-like kinase 1 - polo-box domain): Primary Screen; Serine/threonine-protein kinase PLK1 (Homo sapiens), P53350; Potency, µM, without a hit: max response, negative = inhibition, usual class: inhibitors; AID 720504, 2013; Plk1 PBD binding of FITC phosphopeptide, fluorescence polarization; 360,000 compounds, 2.8% hits; note: potency is the fitted concentration of half-maximal effect; series mostly up to about 57 µM; % is set by controls: 0 for no effect and ±100 for the full control effect; nearly all actives have a fitted effect of over 65% in size
# EPAC1 antag – qHTS for Antagonist of cAMP-regulated guanine nucleotide exchange factor 3 (EPAC1): primary screen; 360,000 compounds, 0.14% hits; AID 720709, 2013; EPAC1 GEF assay, Rap1b-BODIPY-GDP exchange fluorescence; Potency, µM (top dose mostly 115 µM), without a hit: at the highest dose activity change, negative = inhibition, usual class: inhibitors;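 note: potency is the fitted concentration of half-maximal effect; plate controls were vehicle for no effect and positive control for full effect; nearly all actives have a fitted effect of over 50% in size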
# PI5P4Ka inh – qHTS for Inhibitors of phosphatidylinositol 5-phosphate 4-kinase (PI5P4K) | 330,000 compounds, 1.2% hits | max response, % | Phosphatidylinositol 5-phosphate 4-kinase type-2 alpha (Homo sapiens), P48426 | PI5P4Kalpha enzyme, ADP-Glo luminescence, 60 min; stronger effect = lower value; active = max response of -50% or lower; inconclusive = between -30% and -50%; inactive = -30% or higher; note: value at the top dose of about 77 µM; % is set by controls: 0 for no effect and ±100 for the full control effect
#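 ADP-Glo luminescence end-point read after a 60 min room-temperature kinase reaction of PI5P4Kalpha plus substrate, initiated with ATP at 5 microM final. Buffer: 0.038 M HEPES pH 7.4, EGTA, 0.1% CHAPS, 5% DMSO.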
# * marks the source's active call; other numbers are inactive results; ? = inconclusive; / = no result given; [ ] = remark or other dose. Unless noted, calls come from the whole dose curve; as a rule, active = well fitted curve in the direction sought with a large enough effect; inconclusive = small, poorly fitted or top-dose-only effect, or another doubt; inactive = no such curve, though single readings can be large; an effect the other way counts as inactive or inconclusive.
SMILES,FUS suppressor,aSyn rescue,Abeta rescue,WRN helicase inh,EPAC1 ag,IL2 activator,PLK1 PBD inh,EPAC1 antag,PI5P4Ka inh
Nc1nc(CSC(=S)N2CCN(c3ccccc3)CC2)nc(Nc2ccc(F)cc2)n1,25%,0%,?,-2%,10%,-6.0,-15%,-11%,2
CCOc1ccc(C(=O)COC(=O)c2cc(=O)[nH]c3ccccc23)cc1,6%,-6%,-9%,22%,6%,-2.3,-12%,-8%,-9
Cc1cc(C)cc(-n2nnn(C3C/C(=N/NC(N)=S)C4OCC3O4)c2=S)c1 (stereo unspecified),18%,2%,?,-7%[57.1 µM],16%,-0.5,-16%,-23%,-3
CCc1cccc2c(C(=O)CN3C(=O)NC(C)(c4cccc5ccccc45)C3=O)c[nH]c12 (stereo unspecified),37%,6%,-10%,-7%,3%,-2.4,7%,-26%,5
Cc1cc(NS(=O)(=O)c2ccc(NC(=O)/C=C/c3ccccc3)cc2)no1,27%,-8%,4%,-15%,5%,0.1,-14%,-1%,1
O=C(NC(=S)Nc1ccccn1)c1cccc([N+](=O)[O-])c1,0%,-7%,?,-16%,-15%,-3.2,-8%,-1%,-2
O=C(NCCCn1ccnc1)Nc1cccc(Cl)c1,-21%,-5%,19%,4%,-3%,-2.3,-2%,10%,3
Cc1nn(Cc2ccc([N+](=O)[O-])cc2)c(=O)n1-c1c(F)cccc1F,1%,0%,-11%,-5%,6%,-1.0,-5%,-1%,/
O=C(NCC(c1ccco1)N1CCCC1)c1cc2ccccc2s1 (stereo unspecified),23%,0%[1.84 µM],-1%,4%,-4%,-0.3,-7%,8%,-4
CCOC(=O)C(C(=O)NCc1ccc(C)cc1)c1ncc(C(F)(F)F)cc1Cl (stereo unspecified),17%,-6%,-6%,-4%,-6%,-1.9,-6%,-16%,10
O=C(Nn1c(C2CCCCC2)nc2ccccc2c1=O)c1cc(Cl)ccc1[N+](=O)[O-],-4%,-7%,-2%,-25%[57.1 µM],14%,-1.6,-4%,1%,-10
CC1CCN(CCCNC(=O)COc2cc(=O)n(C)c3ccccc23)CC1,2%,-1%,-10%,1%,16%,-1.2,-9%,-30%,3
COC(=O)c1ccc(CSc2nc3c(cnn3-c3ccccc3)c(=O)[nH]2)o1,-15%,-1%,2%,-6%,5%,-0.8,-23%,15%,/
CCOc1ccc2c(c1)C(C)=CC(C)(C)N2C(=O)Nc1ccccc1,30%,7%,-21%,4%,-4%,-0.5,-9%,-8%,2
CCC1=NN2C(=N)/C(=C\c3cccn3-c3c(C)cccc3C)C(=O)N=C2S1,-10%,1%,2%,-6%,-6%,2.0,?,-8%,-21
COc1ccc(-c2ccc(SCC(=O)N3CCOCC3)nn2)cc1,9%,-15%,-7%,7%,-3%,-3.9,-6%,12%,/
Fc1ccc(/C=N/NC(=S)Nc2ccc(Cl)cc2Cl)cc1,6%,5%,0%,2%,-5%,-5.4,-1%,-21%,16
COC(=O)c1oc2nc(C)cc(C)c2c1N,10%,-1%,15%,-6%,1%,-1.5,-1%,0%,-1
COc1ccc(-n2c(=O)c3c4c(sc3n(CC(=O)Nc3cc(C)[nH]n3)c2=O)CCC4)c(OC)c1,?,-2%,-13%,-3%,-1%,2.6,-11%,-5%,-22
CCN(C(=O)COC(=O)c1cccnc1SC)C1CCS(=O)(=O)C1 (stereo unspecified),-10%,1%,14%,3%,-2%,1.5,-1%,10%,-1

# Nothing new here: 10 of the compounds above.
SMILES,FUS suppressor,aSyn rescue,Abeta rescue,WRN helicase inh,EPAC1 ag,IL2 activator,PLK1 PBD inh,EPAC1 antag,PI5P4Ka inh
Nc1nc(CSC(=S)N2CCN(c3ccccc3)CC2)nc(Nc2ccc(F)cc2)n1,25%,0%,?,-2%,10%,-6.0,-15%,-11%,2
CCOc1ccc(C(=O)COC(=O)c2cc(=O)[nH]c3ccccc23)cc1,6%,-6%,-9%,22%,6%,-2.3,-12%,-8%,-9
Cc1cc(C)cc(-n2nnn(C3C/C(=N/NC(N)=S)C4OCC3O4)c2=S)c1 (stereo unspecified),18%,2%,?,-7%[57.1 µM],16%,-0.5,-16%,-23%,-3
CCc1cccc2c(C(=O)CN3C(=O)NC(C)(c4cccc5ccccc45)C3=O)c[nH]c12 (stereo unspecified),37%,6%,-10%,-7%,3%,-2.4,7%,-26%,5
Cc1cc(NS(=O)(=O)c2ccc(NC(=O)/C=C/c3ccccc3)cc2)no1,27%,-8%,4%,-15%,5%,0.1,-14%,-1%,1
O=C(NC(=S)Nc1ccccn1)c1cccc([N+](=O)[O-])c1,0%,-7%,?,-16%,-15%,-3.2,-8%,-1%,-2
O=C(NCCCn1ccnc1)Nc1cccc(Cl)c1,-21%,-5%,19%,4%,-3%,-2.3,-2%,10%,3
Cc1nn(Cc2ccc([N+](=O)[O-])cc2)c(=O)n1-c1c(F)cccc1F,1%,0%,-11%,-5%,6%,-1.0,-5%,-1%,/
O=C(NCC(c1ccco1)N1CCCC1)c1cc2ccccc2s1 (stereo unspecified),23%,0%[1.84 µM],-1%,4%,-4%,-0.3,-7%,8%,-4
CCOC(=O)C(C(=O)NCc1ccc(C)cc1)c1ncc(C(F)(F)F)cc1Cl (stereo unspecified),17%,-6%,-6%,-4%,-6%,-1.9,-6%,-16%,10

# The list goes on:
SMILES,FUS suppressor,aSyn rescue,Abeta rescue,WRN helicase inh,EPAC1 ag,IL2 activator,PLK1 PBD inh,EPAC1 antag,PI5P4Ka inh
COc1cc(/C=N/NC(=O)COc2cccc(F)c2)ccc1OS(=O)(=O)c1ccc(C)cc1,/,23%,19%,-2%,7%,-0.6,-14%,-24%,5
O=C(O)c1ccc(CNC(=O)c2ccc(S(=O)(=O)N3CCCCC3)cc2)cc1,-8%,1%,-3%,-3%,11%,0.3,-1%,-14%,7
O=C(CCNS(=O)(=O)c1ccccc1F)OCc1ccccc1Cl,4%,24%,11%,-3%,-6%,0.1,9%,-10%,-1
Cc1cccc(C)c1NC(=O)c1cc(-c2ccccn2)nc2ccccc12,14%,-4%,-11%,-5%,2%,-5.0,-3%,6%,-12
CCCC(CCC)C(=O)OC1C[C@H]2CC[C@@H](C1)[N+]2(C)C (stereo partly specified),-43%,-2%,-14%,9%,-26%,0.3,-7%,-7%,-5
CSCC[C@H](NC(=O)C1=NN(c2c(F)c(F)cc(F)c2F)C(=O)CC1)c1nc2ccccc2[nH]1,7%,-1%,2%,-4%,6%,-0.6,1%,-9%,-6
C/C(=N\Nc1cc(N2CCOCC2)nc(C)n1)c1cccc([N+](=O)[O-])c1,-40%,-7%,-1%,10%,-3%,-0.5,1%,17%,1
CCN(C(=O)CSc1nc2ccccc2c(=O)n1-c1ccc(C)cc1)C1CCS(=O)(=O)C1 (stereo unspecified),22%,1%,-1%,-5%,9%,1.2,-8%,-8%,11
O=C(c1cc(Cl)ccc1Cl)N1CCN(Cc2ccccc2)CC1,-13%,4%,0%,5%,3%,1.7,4%,6%,-1
Cc1ccc2oc(=O)n(CC(=O)c3ccc(F)cc3)c2c1,-3%,-7%,2%,-27%,0%,0.4,-12%,-16%,4
CCCCS(=O)Cc1ccccc1 (stereo unspecified),-13%,-1%,0%,9%,-3%,0.2,0%,-23%,-8
O=C(O)c1cc2c(s1)-c1ccccc1OC2,-23%,-4%,-13%,-35%[57.1 µM],-1%,-1.9,-14%,10%,?
CCN(CC)Cc1nc2c(c(=O)[nH]1)C1(CCCC1)Cc1ccccc1-2,24%,1%,4%,-1%,1%,2.2,-2%,-1%,/
COc1cc(-c2nnc(CSc3nnc(N)s3)o2)cc(OC)c1OC,9%,-16%,-11%,-2%,4%,-2.1,-17%,6%,-7
O=C(COC(=O)/C=C/c1ccccc1Cl)NCCNC(=O)COC(=O)/C=C/c1ccccc1Cl,-2%,-2%,5%,-8%,-5%,-0.1,-2%,6%,11
COc1ccccc1CCC(=O)OCC(=O)Nc1cc(C)nn1-c1ccccc1,11%,-6%,2%,-13%,100µM*,0.2,0%,-11%,3
Cc1cccc(NC(=S)N(CCN2CCOCC2)Cc2ccccc2F)c1,-2%,3%,8%,-14%,6%,-1.0,-3%,-16%,-2
COc1cc2cc(C(=O)NCCc3ccccc3)[nH]c2cc1OC,10%,4%,20%,-7%,0%,-0.7,9%,-11%,1
CCCCNc1c(C(=O)OCC)c(=O)[nH]c2ccccc12,-42%,4%,6%[9.22 µM],-17%,7%,-3.2,-10%,-29%,-5
COc1ccccc1N1N=C(c2ccc([N+](=O)[O-])cc2)CC1c1ccccc1 (stereo unspecified),2%,-10%,3%,-17%[57.1 µM],0%,-0.8,15%,-18%,9
CC(NS(C)(=O)=O)C(c1cccs1)N1CCN(c2ccccc2F)CC1 (stereo unspecified),7%,0%,9%,3%,-4%,-0.8,-3%,7%,/
CCCc1nc(NC(=O)c2ccccc2)nc(NC(=O)c2ccccc2)n1,6%,0%,9%,3%,2%,-1.6,-3%,-18%,0
COc1ccccc1C(=O)N1CCC(C(=O)c2ccc(F)cc2)CC1,29%,22%,-2%,-4%,5%,-1.8,-18%,0%,/
